# Scp-1 inhibitor: Scp-1 (human) phosphatase inhibition | Q9GZU7 | Recombinant Scp1, phosphopeptide, malachite green phosphate absorbance | inhibition, % at 20 µM | 340,000 tested, 0.88% active;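 active = inhibition above about 50% at 20 µM, limit read from the data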;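 note: plate controls were DMSO wells with enzyme for no effect and wells lacking enzyme for full effect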
# Target sequence (Q9GZU7 76-261 limits assumed): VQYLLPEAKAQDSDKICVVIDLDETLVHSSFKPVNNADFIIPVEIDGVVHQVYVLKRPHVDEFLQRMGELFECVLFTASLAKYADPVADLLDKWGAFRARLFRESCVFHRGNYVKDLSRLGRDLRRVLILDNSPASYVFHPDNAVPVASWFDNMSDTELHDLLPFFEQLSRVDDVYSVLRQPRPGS
#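 System: SCP-1 catalytic domain; Reagent: Phospho 17-mer peptide substrate; Doses: one concentration, 20 µM, with 1.0% DMSO; Incubation: 45 min room-temperature reaction, 5 min colour, 30 min stabiliser; Signal: Phosphate-binding colour reagent, absorbance read at 630 nm.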
# STEP block: inhibitors of human striatal-enriched phosphatase STEP; P54829; recombinant STEP, OMFP fluorogenic substrate, fluorescence; inhibition, % at 20 µM; 360,000 tested, 0.25% active;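 active = inhibition at 20 µM, scaled per plate between control wells, above about 37%, limit read from the data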;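 note: 0% = DMSO with enzyme and substrate and 100% = substrate only without enzyme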
# Target sequence (P54829 whole entry, looked up): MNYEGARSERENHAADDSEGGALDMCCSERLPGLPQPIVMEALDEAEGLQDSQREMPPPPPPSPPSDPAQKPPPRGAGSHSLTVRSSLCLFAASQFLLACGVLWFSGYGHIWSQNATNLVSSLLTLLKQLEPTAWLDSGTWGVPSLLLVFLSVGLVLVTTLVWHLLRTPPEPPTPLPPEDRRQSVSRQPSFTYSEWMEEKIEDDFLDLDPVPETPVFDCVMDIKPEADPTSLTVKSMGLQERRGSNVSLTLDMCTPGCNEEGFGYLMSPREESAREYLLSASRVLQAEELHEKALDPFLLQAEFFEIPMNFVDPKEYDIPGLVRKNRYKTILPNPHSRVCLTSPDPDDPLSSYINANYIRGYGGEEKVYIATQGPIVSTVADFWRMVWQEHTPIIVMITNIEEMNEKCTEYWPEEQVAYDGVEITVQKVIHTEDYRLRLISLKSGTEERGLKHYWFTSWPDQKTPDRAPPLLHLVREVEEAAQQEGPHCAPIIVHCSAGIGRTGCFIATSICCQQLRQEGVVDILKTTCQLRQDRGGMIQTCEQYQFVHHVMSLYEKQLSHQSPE
#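 Assay system: isolated STEP enzyme / Timing: 20 min at room temperature, dark / Doses: 20 µM, 1% DMSO / Technique: fluorescence intensity, excitation 480 nm, emission 540 nm / Reagent: fluorogenic phosphatase substrate OMFP at 25 µM final / Measure: percent inhibition scaled to no-enzyme and uninhibited-enzyme controls, plate-pattern corrected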
# NadD block: NadD (S. aureus) enzyme inhibition | inhibition, % at 20 µM | AID 602399 | 360,000 tested, 0.78% active | purified NadD enzyme, colorimetric absorbance read-out; in the data active = inhibition above about 26%; note: some compounds past the cut are filed as inactive
# DNMT1 block: DNMT1 (human) enzyme inhibition. AID 588458. inhibition (reported as % activation of signal), % at 10 µM. DNMT1 molecular beacon, Hinp1I cleavage, fluorescence. 360,000 tested, 0.83% active; in the data active = inhibition above about 50%
# LMPTP inh: blocks human LMPTP phosphatase; recombinant LMPTP-A, OMFP fluorogenic substrate, fluorescence intensity; inhibition, % at 20 µM; 360,000 tested, 0.22% active; AID 651560;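 active = compounds that cut the enzyme signal by at least half of the control window in the single-dose screen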;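 note: plate controls were DMSO wells with enzyme plus substrate for no effect and substrate without enzyme for full effect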
# Target sequence (P24666 whole entry, looked up): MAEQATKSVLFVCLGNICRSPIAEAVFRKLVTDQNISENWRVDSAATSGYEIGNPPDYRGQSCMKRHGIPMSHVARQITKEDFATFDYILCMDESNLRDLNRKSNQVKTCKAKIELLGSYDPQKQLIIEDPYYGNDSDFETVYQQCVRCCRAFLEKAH
#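 material = LMPTP-A | quantity = 0.625 nM enzyme | reagent = OMFP substrate, 400 µM final | buffer or medium = Bis-Tris pH 6.0, DTT, detergent | detection = endpoint fluorescence intensity from OMFP dephosphorylation | dosing = single 20 µM dose | read-out basis = % inhibition relative to no-enzyme and uninhibited control wells | control set = no-enzyme and uninhibited controls | timing = 50 min at room temperature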
# TbMetRS inhib: Trypanosoma brucei MetRS inhibition; purified T. brucei MetRS, ATP depletion, Kinase-Glo luminescence; inhibition, % at 11.9 µM; AID 624268; 360,000 tested, 0.4% active;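 active = inhibition above a per-plate cutoff of the control wells' mean inhibition plus 3 SD, cut at about 5.5% in these data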;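 note: 0% = DMSO wells median and 100% = median of wells with control inhibitor compound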
#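 Material: T. brucei methionyl-tRNA synthetase, purified; reagent: substrates ATP, L-methionine and bulk Escherichia coli tRNA; dosing: 11.9 µM single point; timing: 15 min plus 2 h at 25 °C; detection: luminescence of leftover ATP; evaluation: % inhibition; control set: DMSO-only wells as low control; replicates: singlicate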
# PABP1 MLLE inh: inhibitors of microRNA-mediated deadenylation, human PABP1 MLLE binding | inhibition, % at 20 µM | GST-MLLE / FITC-PAM2 fluorescence polarization | 360,000 tested, 0.36% active; in the data active = inhibition above about 35%, passing the limit was not always enough;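 note: plate controls were DMSO wells with GST-MLLE for no effect and wells lacking GST-MLLE protein for full effect; some results filed as inactive read as strong as hits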
# Rpn11 inh: inhibitors of human proteasome Rpn11; O00487; human 26S proteasome, Ub4-pepOG fluorescence polarization; 20S core pre-blocked with epoxomicin; calls only at 20 µM; 360,000 tested, 0.59% active; AID 588493;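 active = inhibition at 20 µM, scaled to each plate's controls, above about 33%, limit read from the data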
# SUMO1 PPI mod: alters human SUMO1 binding to SIM partners. 360,000 tested, 0.33% active. SUMO1 binding to a labelled peptide, TR-FRET, 1 h. AID 602429. inhibition, % at 20 µM. P63165; in the data active = inhibition above about 37%
# Target sequence (P63165 whole entry, looked up): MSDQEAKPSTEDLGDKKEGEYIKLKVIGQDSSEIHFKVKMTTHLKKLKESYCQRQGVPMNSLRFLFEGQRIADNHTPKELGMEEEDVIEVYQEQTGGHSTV
# CSN inh: inhibitors of human CSN-mediated cullin deneddylation | Q92905 | Purified CSN, SCF-Nedd8-OG deneddylation, fluorescence polarization | inhibition, % at 12.5 µM | 360,000 tested, 0.38% active | AID 651999;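 active = pattern-corrected inhibition above about 35%, with an unprinted fluorescence ratio check between 0.5 and 1.5, limit read from the data, passing the limit was not always enough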;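 note: 0% = enzyme with substrate and 100% = substrate without enzyme; some results filed as inactive read as strong as hits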
#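 Assay system: purified human Csn5 enzyme expressed in HEK293T cells; measure: % inhibition; also added: SCFSkp2-Nedd8OG substrate at 10 nM final; technique: fluorescence polarization; times: reaction 90 min, room temperature; medium: Tris buffer pH 7.5, NaCl, DTT, Tween-20, trehalose, ovalbumin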
# * hit, by the source's call; i = inactive; . = not tested or not shown.
1	COc1ccc(CN2C(=O)N(c3ccc(OC)cc3)C(=O)C2CC(=O)Nc2ccccc2)cc1 (centres undefined)
2	CC(C)c1nc2oc3c(NCCO)ncnc3c2c2c1COC(C)(C)C2
3	CSc1ncc(Cl)c(C(=O)Nc2cccc3ccccc23)n1
4	COc1ccc(C2(C)CC(C)(C)Nc3ccccc32)cc1 (centres undefined)
5	COCCCNC(=O)c1ccc(C(=O)NCCCOC)cc1
6	O=C(NS(=O)(=O)Oc1ccc(Cl)cc1)OC[C@@H]1CCCN2CCCC[C@H]12

assay / entry	1	2	3	4	5	6
DNMT1 block	-4	5	20	0	1	1
NadD block	-8	-6	1	-1	-4	-5
Rpn11 inh	i	i	i	i	i	i
PABP1 MLLE inh	-9	9	2	6	7	-7
LMPTP inh	-0.5	-0.9	0.4	2.9	-1.4	-0.2
SUMO1 PPI mod	-3	6	1	8	3	-2
Scp-1 inhibitor	-20	-7	-4	0	-6	-11
CSN inh	1	0	-4	3	5	-17
TbMetRS inhib	-1.0	0.8	-0.4	-0.2	-0.5	-1.0
STEP block	1	6	1	2	2	-4

7	O=C(CN1CCN(C(=O)c2ccco2)CC1)Nc1cccc(S(=O)(=O)N2CCCC2)c1
8	CCNC(=S)N(CCc1c(C)[nH]c2ccccc12)Cc1cccnc1
9	CC(=O)Nc1ccc2c(c1)C(=Nc1ccc(C)cc1)c1ccccc1-2
10	CCOc1ccc(-n2c(SCC(=O)NC(C)CC)nc3n[nH]c(C)c3c2=N)cc1 (centres undefined)
11	CC1CCN(S(=O)(=O)c2ccc(C(=O)N3CCCC(C(F)(F)F)C3)cc2)CC1 (centres undefined)
12	COc1ccc(-c2ccc(-c3nc4c(c(=O)[nH]c(=O)n4Cc4ccccc4)n3C)o2)c([N+](=O)[O-])c1

assay / entry	7	8	9	10	11	12
DNMT1 block	0	-4	-7	8	2	23
NadD block	3	5	0	1	-1	52*
Rpn11 inh	i	i	i	i	i	i
PABP1 MLLE inh	-8	-154	9	1	1	0
LMPTP inh	-1.4	-0.1	0.8	-17	-0.1	1.9
SUMO1 PPI mod	7	5	-29	24	3	-4
Scp-1 inhibitor	-6	-4	-3	-11	-3	-9
CSN inh	-6	1	-3	-6	1	8
TbMetRS inhib	-0.3	-0.7	0.2	-0.7	-0.4	-0.6
STEP block	-3	-2	1	-8	0	9

# Entries above that have an NH in an aromatic ring:
8	CCNC(=S)N(CCc1c(C)[nH]c2ccccc12)Cc1cccnc1
10	CCOc1ccc(-n2c(SCC(=O)NC(C)CC)nc3n[nH]c(C)c3c2=N)cc1 (centres undefined)
12	COc1ccc(-c2ccc(-c3nc4c(c(=O)[nH]c(=O)n4Cc4ccccc4)n3C)o2)c([N+](=O)[O-])c1

assay / entry	8	10	12
DNMT1 block	-4	8	23
NadD block	5	1	52*
Rpn11 inh	i	i	i
PABP1 MLLE inh	-154	1	0
LMPTP inh	-0.1	-17	1.9
SUMO1 PPI mod	5	24	-4
Scp-1 inhibitor	-4	-11	-9
CSN inh	1	-6	8
TbMetRS inhib	-0.7	-0.7	-0.6
STEP block	-2	-8	9

# New compounds follow.
13	CCc1nnc(NC(=O)c2ccc3ncsc3c2)s1
14	CSC1=C(C#N)C(c2ccc(C)s2)CC(=O)N1 (centres undefined)
15	COc1ccc(-n2c(C)cc(/C=C3/SC(=S)N(C)C3=O)c2C)cc1
16	Cc1[nH]c(=O)c(C(=O)c2cc(Cl)ccc2O)cc1C(=O)O
17	COc1cc(OC)cc(C(=O)N[C@H](C(=O)NC2CCCc3ccccc32)C(C)C)c1 (some centres undefined)
18	O=C(c1ccco1)N1CCN(C2=NS(=O)(=O)c3ccccc32)CC1

assay / entry	13	14	15	16	17	18
DNMT1 block	1	4	-9	1	-10	2
NadD block	5	-2	2	-1	-2	0
Rpn11 inh	i	i	.	i	i	i
PABP1 MLLE inh	8	3	-105	-21	2	4
LMPTP inh	-0.5	-0.7	3.3	-0.3	-0.4	-3.8
SUMO1 PPI mod	6	-1	-6	8	2	-3
Scp-1 inhibitor	3	-6	-16	-2	-10	-12
CSN inh	0	11	16	-3	-2	5
TbMetRS inhib	-0.3	0.0	-0.3	-1.2	0.3	-0.1
STEP block	-8	-8	0	-2	0	-3

19	COc1ccc(C(=O)N(C)[C@H]2C[C@H]3c4[nH]c5ccccc5c4CCN3C[C@H]2[C@H](C)O)cc1
20	CSc1ccc(CN(C)C(=O)COc2ccc(C(=O)c3ccccc3)cc2)cc1
21	O=C(/C=C/Sc1ccccc1)c1ccc(Cl)cc1
22	CCCn1c(=O)c2ccccc2n2c(SCc3cc(=O)oc4ccc5ccccc5c34)nnc12
23	CCCCn1nnnc1C(c1cc2ccccc2o1)N1CCN(CC(=O)NC(C)C)CC1 (centres undefined)
24	CCOC(=O)COn1c(=O)c(-c2ccc(Br)cc2)[n+]([O-])c2ccccc21

assay / entry	19	20	21	22	23	24
DNMT1 block	-9	-2	29	-4	.	2
NadD block	-7	-4	7	5	-5	1
Rpn11 inh	i	i	i	i	.	i
PABP1 MLLE inh	-5	13	34	-67	.	3
LMPTP inh	1.0	3.5	-0.2	-0.4	-0.6	0.8
SUMO1 PPI mod	-9	2	-1	-5	-8	-24
Scp-1 inhibitor	.	-10	-8	-11	.	-3
CSN inh	-1	5	2	-2	-3	-1
TbMetRS inhib	0.2	-0.1	-1.1	0.7	-1.2	-1.1
STEP block	-1	2	4	3	.	1

25	N#Cc1nc(-c2ccccc2F)oc1N1CCCCC1
26	CN(C)CCNc1nc2sc3c(c2c(=O)n1-c1ccc(F)cc1)CCCCC3
27	OCCC1CN(Cc2cnc(-c3ccccc3)s2)CCN1Cc1ccccc1 (centres undefined)
28	CCC(C)NC(=O)CSC1=Nc2ccccc2C2=NC(c3ccccc3)C(=O)N12 (centres undefined)
29	CC(=O)NCCNc1nc2cc(-c3cnn(CCC(C)C)c3)sc2c(=O)n1C
30	O=C(Nc1ccc2c(c1)C(=O)N(CC1CCCO1)C2=O)c1ccc(Cl)c(Cl)c1 (centres undefined)

assay / entry	25	26	27	28	29	30
DNMT1 block	5	0	-6	0	5	-1
NadD block	-5	-8	-4	-3	1	0
Rpn11 inh	i	i	i	i	i	i
PABP1 MLLE inh	2	-10	-7	11	-6	4
LMPTP inh	1.8	-0.7	0.0	0.4	1.6	0.7
SUMO1 PPI mod	0	-7	-2	1	-8	-6
Scp-1 inhibitor	-7	-13	1	-2	.	-7
CSN inh	-1	2	1	1	0	-3
TbMetRS inhib	-2.3	-1.2	-1.6	-0.3	-0.2	-0.7
STEP block	3	0	0	3	-1	1

31	Cc1cc(C)n2nc(SCc3nnc(SCc4ccccc4)s3)nc2n1
32	O=C(CNC(=O)c1ccccc1)NCc1ccc(Cl)cc1
33	Oc1ccccc1C1Nc2cccc3cccc(c23)N1
34	CCS(=O)(=O)N1CCC(c2nc3ccccc3[nH]2)CC1
35	CCN(CC)C(=O)C1CCCN(Cc2ccccc2F)C1 (centres undefined)
36	CC(C)CCNC(=O)C1CCN(S(=O)(=O)c2ccc(-n3cnnn3)cc2)CC1

assay / entry	31	32	33	34	35	36
DNMT1 block	0	1	-34	1	-2	1
NadD block	-5	-3	15	-1	5	0
Rpn11 inh	i	i	i	i	i	i
PABP1 MLLE inh	-19	8	0	-3	-7	0
LMPTP inh	-0.2	0.2	7.7	-1.4	-0.2	-0.9
SUMO1 PPI mod	3	1	31	3	4	7
Scp-1 inhibitor	-8	-2	-9	-10	-7	5
CSN inh	-2	-10	2	-2	-5	1
TbMetRS inhib	0.8	0.5	-0.8	0.3	0.2	-0.7
STEP block	-1	-1	5	0	1	-6

# 2 compounds from above, showing only LMPTP inh, Scp-1 inhibitor and STEP block:
no. | Structure | LMPTP inh | Scp-1 inhibitor | STEP block
32 | O=C(CNC(=O)c1ccccc1)NCc1ccc(Cl)cc1 | 0.2 | -2 | -1
33 | Oc1ccccc1C1Nc2cccc3cccc(c23)N1 | 7.7 | -9 | 5

# Other structures follow:
37	Cc1nc(N)nc(C)c1Cc1ccccc1
38	Cc1ccc(N(CC(=O)N2CCN(C3CCCCC3)CC2)S(=O)(=O)c2cccnc2)cc1
39	COc1ccccc1-c1ccc(SCc2ccc(F)cc2)nn1
40	CC12C(=O)N(c3ccc(OC(=O)c4ccco4)cc3)C(=O)C1C1c3ccccc3C2c2ccccc21 (centres undefined)
41	CCCS(=O)(=O)NC(=O)C1(C)CCN(C(=O)c2cc(C)on2)C1 (centres undefined)
42	CCCC1S/C(=N/N=C/c2ccc(C)cc2)N(Cc2ccc(OC)cc2)C1=O (centres undefined)
43	C/C(=N\O)c1ccc2c(c1)CC(C)O2 (centres undefined)
44	CCC(C)NC(=O)C1CCN(S(=O)(=O)N2CCOCC2)CC1 (centres undefined)
45	Cc1ccc(NC(=O)NC(=O)CN2CCC(C(N)=O)CC2)c(C)c1

assay / entry	37	38	39	40	41	42	43	44	45
DNMT1 block	0	-4	0	-6	2	0	2	-1	2
NadD block	-7	-7	-3	2	-7	-3	2	2	3
Rpn11 inh	i	i	i	i	i	i	i	i	i
PABP1 MLLE inh	-9	-9	3	3	10	-9	-4	-6	13
LMPTP inh	7.5	-0.9	1.1	0.9	-2.2	2.4	-0.2	-0.3	0.5
SUMO1 PPI mod	7	2	2	1	6	2	14	2	4
Scp-1 inhibitor	-4	2	3	-12	.	-12	-6	-7	6
CSN inh	2	-6	-1	-8	-1	-1	6	-2	4
TbMetRS inhib	-0.1	-0.2	-0.2	0.9	-0.1	-0.8	-0.1	-0.2	-0.4
STEP block	2	0	5	0	-2	2	0	-3	-4
